VEEV TC-83 Vero: inhibitors of VEEV TC-83 cytopathic effect, confirmation, Vero cells (AID 588727) | one-dose inhibition, % at 20 µM; IC50 in µM for titrated hits | 350,000 tested, 0.13% active | Vero cells, VEEV TC-83 cytopathic effect inhibition; higher % means a stronger effect; in the data active = a potency from the dose series; inconclusive = inhibition mostly from about 14% at the one dose, without a potency; inactive = the rest, 99 in 100 with inhibition below about 12%; note: strong numbers were not always called active
H1N1 NS1A inhibition: H1N1 influenza NS1A inhibitors, functional cell based assay (AID 504329); NS1A functional cell-based assay, percent inhibition; higher % means a stronger effect; inhibition, % at 12.5 µM, or IC50 in µM where a hit was titrated; 340,000 tested, 0.3% active; in the data active = a potency from the dose series; inconclusive = inhibition above about 27% without an active follow-up result; note: strong numbers were not always called active
M. tuberculosis: growth inhibition of non-replicating M. tuberculosis (AID 488890) | 320,000 tested, 0.39% active | inhibition, % at 25 µM; hits with a dose series show IC50 in µM | Mycobacterium tuberculosis non-replicating, growth inhibition; higher % means a stronger effect; in the data active = a potency from the dose series; inconclusive = inhibition mostly from about 82% at the one dose, without a potency; inactive = the rest, 99 in 100 with inhibition below about 76%;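 note: plate controls were DMSO cells for no effect and high antibiotic wells for full effect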
Salmonella PhoP GFP: Inhibition of PhoP regulon, Salmonella typhi GFP reporter cells, confirmation, 4 h (AID 1850); Salmonella Typhi PhoP-promoter GFP reporter, fluorescence, 4 h; higher % means a stronger effect; inhibition, % at 50 µM; hits with a dose series show IC50 in µM; 310,000 tested, 0.33% active; in the data active = a potency from the dose series; inconclusive = inhibition mostly from about 25% at the one dose, without a potency; inactive = the rest, 99 in 100 with inhibition below about 19%;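 note: 0% = induced wells with vehicle and 100% = uninduced wells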
H37Rv inhibition: M. tuberculosis growth inhibition, HTS (AID 449762). M. tuberculosis H37Rv growth inhibition, 7H9 media; higher % means a stronger effect. inhibition, % at 25 µM; hits with a dose series show IC50 in µM. 330,000 tested, 0.59% active; in the data active = a potency from the dose series; inconclusive = inhibition above about 70% without an active follow-up result;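 note: bacterial growth assessed after seven days of incubation; strong numbers were not always called active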
VEEV TC-83 Vero 10K pilot screen: also measured in VEEV TC-83 Vero; calls as there; inhibition, %; measured here: 10K pilot screen inhibition
* marks the source's active call; other numbers are inactive results; i = inactive; ? = inconclusive; . = not tested or not shown.

SMILES	VEEV TC-83 Vero	H1N1 NS1A inhibition	M. tuberculosis	Salmonella PhoP GFP	H37Rv inhibition	others
CCOc1ccccc1C(=O)NC(C(=O)NCc1ccccc1OC)C(C)C (stereo not given)	i	-9%	14%	-7%	1%
CC(C)c1ccc(OCC(=O)NCCO)cc1	1.6%	-11%	.	-11%	2%
CC(C)(O)CC[C@@H](O)[C@](C)(O)[C@H]1CC[C@@]2(O)C3=CC(=O)[C@@H]4C[C@@H](O)[C@@H](O)C[C@]4(C)C3CC[C@]12C (stereo not given in full)	0.4%	-4%	-6%	2%	-5%
Cc1ccccc1C(=O)N(Cc1nc2ccccc2c(=O)[nH]1)C1CCCC1	5.3%	-4%	10%	-5%	-2%
O=C1C(Cl)=C(N2CCC(C(=O)O)CC2)C(=O)c2ccccc21	3.1%	0%	11%	6%	-2%
Cc1c(C(=O)N2CCCC2)c(S(=O)(=O)N2CCN(c3ccccc3F)CC2)c(C)n1C	2.0%	-1%	-5%	2%	3%
CC1Sc2n(c3ccccc3[n+]2C)N=C1c1ccccc1 (stereo not given)	i	12%	-12%	0%	4%
Nc1nc(Cl)cc(Oc2ccc(Cl)cc2)n1	1.0%	1%	31%	11%	2%
O=C1NC(=O)/C(=C/c2ccc(-c3cccc([N+](=O)[O-])c3)o2)S1	1.8%	0%	7%	-6%	91%
O=c1[nH]cnc2c1nc(SCc1ccccc1)n2C1OC(CO)C(O)C1O (stereo not given)	0.1%	8%	-6%	3%	-9%
Cc1coc2c(C)c3oc(=O)c(CCC(=O)N4CCC(C(=O)NCCCC(=O)O)(c5ccccc5)CC4)c(C)c3cc12	0.5%	-5%	3%	-7%	5%
O=c1[nH]cnc2c1C(c1ccccc1)c1c(nc[nH]c1=O)O2	0.7%	1%	.	.	.
CCOC(=O)CNC(=O)CN1C(=O)CC(c2ccco2)Sc2ccccc21 (stereo not given)	0.5%	-3%	-11%	7%	9%
CN(c1ccc(C(=O)Nc2cccnc2)cc1)S(=O)(=O)c1ccc(Cl)cc1	8.4%	-8%	11%	-8%	-6%
COc1ccc(-c2ccc(C(=O)O)o2)c([N+](=O)[O-])c1	i	2%	16%	-1%	2%
Cc1c2cnn(-c3ccccc3)c(=O)c2c(C)n1CCCC(=O)NCCN1CCN(C)CC1	0.7%	-7%	-6%	-16%	1%
CCOC(=O)Cn1c(=O)oc2cc(S(=O)(=O)Nc3cc(OCC)ccc3OCC)ccc21	1.9%	9%	11%	-6%	-7%
Cc1cc(C)cc(C(=O)NCC(=O)OC(C)C(=O)N(C)c2ccccc2)c1 (stereo not given)	1.2%	3%	-7%	-3%	-4%
Cc1ccccc1N1CC(C(=O)NC2CCCC2)CC1=O (stereo not given)	0.7%	3%	-14%	-18%	9%
Cc1ccc(C(=O)c2coc3ccc(OCC(=O)O)cc23)cc1	1.2%	-17%	-5%	10%	3%
CC(=O)OCC1(C)CN(c2ccccc2)N(C(C)=O)C1=O (stereo not given)	i	-1%	13%	-3%	16%
Cc1nc(-c2cccc(NC(=O)c3ccc(-n4nccc4C)cc3)c2)cs1	6.6%	-2%	40%	.	6%
CCOc1ccc(-c2csc(C3COc4ccccc4O3)n2)cc1 (stereo not given)	2.4%	-4%	5%	-5%	8%
O=C/C(=C\Nc1ccc(C(=O)N2CCOCC2)cc1)c1nc2ccccc2o1	0.2%	11%	30%	8%	7%
C=CCc1ccc(OCCOc2cccc3ccc(C)nc23)c(OC)c1	i	-2%	50%	6%	66%

The final two compounds of the part before open the next one.
SMILES	VEEV TC-83 Vero	H1N1 NS1A inhibition	M. tuberculosis	Salmonella PhoP GFP	H37Rv inhibition	others
O=C/C(=C\Nc1ccc(C(=O)N2CCOCC2)cc1)c1nc2ccccc2o1	0.2%	11%	30%	8%	7%
C=CCc1ccc(OCCOc2cccc3ccc(C)nc23)c(OC)c1	i	-2%	50%	6%	66%
O=C(CN1C(=O)NC2(CCCCCCC2)C1=O)NCc1cccs1	1.0%	-13%	10%	-3%	0%	VEEV TC-83 Vero 10K pilot screen=0.6
c1ccc(CCC2Cc3ccccc3N2)cc1 (stereo not given)	0.9%	3%	60%	.	-2%
CCC(C(=O)N1CCC2(CC1)OCCO2)c1ccccc1 (stereo not given)	0.8%	4%	-8%	1%	-5%
CCOC(=O)COc1ccc(/C=C2/SC(=Nc3ccccc3)N(Cc3cccnc3)C2=O)cc1OC	4.3%	-5%	73%	-2%	?
Cc1cc(C)cc(NC(=S)N2CCC(c3nc4ccccc4s3)CC2)c1	i	-1%	0%	0%	7%
COc1ccc([N+](=O)[O-])c(S(=O)(=O)c2ccc(Cl)cc2)n1	5.7%	9%	1µM*	-2%	2%
O=C1SC(SCc2ccccc2Cl)=N/C1=C\c1ccc(C(=O)O)cc1	1.2%	3%	?	14%	6%
O=C(Nc1cccc(F)c1)c1cccc2c1C(=O)N(C1CCCCC1)C2	1.8%	-2%	-5%	-3%	4%
CC(=O)Nc1ccc2oc(-c3ccccc3)nc2c1	5.4%	-5%	48%	9%	-9%
Oc1c(N=NC(=S)Nc2ccccc2F)c2ccccc2n1Cc1ccc(F)cc1	3.2%	-3%	-2%	-11%	8%
COc1cccc(-c2c(-c3cc(OC)cc(OC)c3)n(C)c3ccc(Br)cc23)c1	3.7%	-10%	-14%	.	5%
Brc1ccccc1-c1nnc(CSc2nnc3sc4ccccc4n23)o1	7.0%	4%	-2%	-18%	-1%
CCCC[C@@H]1C=C(C(=O)O)[C@H](c2ccc(Cl)c(Cl)c2)N1S(=O)(=O)c1ccc(C)cc1	0.8%	0%	69%	.	4%
COc1ccc(-n2nc3c(c2NC(C)=O)CS(=O)(=O)C3)cc1	i	1%	-13%	-3%	-5%
COc1ccccc1-n1c(SCc2cc(=O)oc3cc(O)ccc23)nc2ccccc2c1=O	8.3%	-4%	9%	-15%	40%
COc1ccc(NCC(O)Cn2c(C)c(C)c3ccccc32)cc1 (stereo not given)	3.9%	26%	36%	-7%	19%
Cc1cccc(OCCC(=O)OCc2csc(CC(=O)Nc3ccccc3C)n2)c1	1.7%	-5%	53%	.	-8%
Cc1ccc(C(=O)CSc2nc(N)cc(=O)[nH]2)cc1C	0.3%	-5%	5%	15%	1%
Cc1ccc(NC(=S)N2CCC(c3ccccc3)C2)c(Cl)c1 (stereo not given)	0.8%	8%	61%	8%	5%
CN(CCCC1CCCC1)C(=O)CC1C(=O)NCCN1Cc1cccc(F)c1F (stereo not given)	1.5%	-11%	7%	-7%	-3%
CN(CCCCCC(=O)/C=N/O)Cc1ccccc1	1.7%	-3%	10%	1%	-6%
O=C(Cc1n[nH]c(=O)c2ccccc12)N1CCN(S(=O)(=O)c2ccc(F)c(Cl)c2)CC1	5.9%	-2%	25%	.	3%
CN(C)S(=O)(=O)c1ccc(SCC(=O)N2CC(=O)Nc3ccccc32)nc1	i	-16%	-2%	.	5%
Cc1ccc2[nH]c(=O)c(CN(CCO)C(=O)N(C)C)cc2c1	2.2%	28%	2%	-5%	-8%
O=C(CN1CCN(Cc2ccc(Cl)cc2)CC1)N/N=C/c1c[nH]c2ccccc12	1.6%	8%	8%	4%	-2%

Gathered by group: the entries above containing bromine
SMILES	VEEV TC-83 Vero	H1N1 NS1A inhibition	M. tuberculosis	Salmonella PhoP GFP	H37Rv inhibition	others
COc1cccc(-c2c(-c3cc(OC)cc(OC)c3)n(C)c3ccc(Br)cc23)c1	3.7%	-10%	-14%	.	5%
Brc1ccccc1-c1nnc(CSc2nnc3sc4ccccc4n23)o1	7.0%	4%	-2%	-18%	-1%

Next part:
SMILES	VEEV TC-83 Vero	H1N1 NS1A inhibition	M. tuberculosis	Salmonella PhoP GFP	H37Rv inhibition	others
COCCSc1nnc(NC(=O)COC)s1	0.7%	-3%	-2%	3%	4%
c1ccc(CSc2nnc(-c3ccco3)n2Cc2ccco2)cc1	i	1%	6%	8%	-5%
CNC(=S)N(C)CCc1cc2c(c(OC)c1C=C1C(=O)NC(=O)NC1=O)OCO2	1.0%	-15%	-2%	1%	-5%
CC(C)[C@H]1C(=O)Nc2ccccc2N1C(=O)N[C@@H](Cc1ccccc1)C(=O)N[C@@H](Cc1ccccc1)C(=O)O	1.3%	-10%	6%	20%	-9%
CCCNC(=O)Cn1cnc2sc(C(=O)Nc3ccc4c(c3)OCO4)c(C)c2c1=O	1.7%	4%	-13%	-3%	-2%
Cc1cc(S(=O)(=O)N2CCOCC2)ccc1F	1.1%	14%	17%	-7%	0%
CCN(Cc1ccccc1)C(=O)COC(=O)c1cc(S(=O)(=O)Nc2ccccc2OC)ccc1O	2.0%	-3%	24%	.	7%
CC(C)COC(=O)N1CCCC1C(=O)O (stereo not given)	i	-1%	-9%	-1%	1%
O=C(O)C1CC=C(Cl)CC1C(=O)NCC1OCCc2ccccc21 (stereo not given)	6.6%	-15%	1%	-8%	-12%
COCCn1c(Sc2ccccc2)nc2c1c(=O)[nH]c(=O)n2C	2.0%	10%	-3%	-1%	-3%
O=C(CSc1nc2ncccc2[nH]1)Nc1ccc2c(c1)OCO2	0.4%	.	-5%	0%	-8%
O=C(NCC1CCCO1)C(c1ccco1)N(Cc1ccc(F)cc1)C(=O)CN1C(=O)c2ccccc2S1(=O)=O (stereo not given)	1.1%	-8%	5%	-2%	-2%
O=C(COc1ccc2ccc(=O)oc2c1)Nc1cc([N+](=O)[O-])ccc1F	8.8%	3%	-29%	1%	-5%
COCCN1CCN(C(=O)c2ccc3nc(Cc4ccccc4F)oc3c2)CC1	1.7%	15%	-5%	-6%	-18%
COc1ccc(OC)c(C2CC(=O)N3CN(c4ccccc4F)CSC3=C2C#N)c1 (stereo not given)	2.1%	-1%	39%	4%	-1%
CC#CCC(CC#CC)c1nc2ccccc2c(=O)n1N	0.3%	27%	-4%	-2%	-2%
O=S(=O)(c1ccccc1)N1CCN(C(=S)Nc2ccccc2)CC1	5.5%	-10%	-11%	-6%	-2%
CCN(c1ccc(C(=O)CSc2nnc(C3CC3)n2C2CC2)cc1)S(C)(=O)=O	1.1%	-3%	-5%	.	-7%
O=C(CSC(=S)N1CCCCC1)N1N=CCC1c1ccccc1 (stereo not given)	i	-5%	3%	2%	5%
O=C(Nc1ccccc1F)C1CCCN(S(=O)(=O)c2cccc3cccnc23)C1 (stereo not given)	3.8%	12%	7%	3%	-8%
CCCC(=O)N1CCC(CCC(=O)NC2CC2)CC1	3.3%	-2%	-7%	1%	-10%
Cc1ccc(S(=O)(=O)N2CCN(C(=O)CNC(=O)c3ccc(Cl)cc3)CC2)cc1	i	-1%	1%	.	3%
C[C@@]12C(=O)Nc3ccccc3C(=O)N1[C@H]1c3cc(Br)ccc3OC[C@@H]1[C@@H]2c1ccccc1	2.6%	8%	52%	8%	?
COc1ccccc1NC(=S)NC(=O)C(C)(C)C	i	8%	19%	0%	-1%
N#CC1=C(N)C(C#N)(C#N)[C@H](c2cccnc2)[C@H]2CN(C(=O)OCc3ccccc3)CC=C12	11%	-11%	30%	-2%	13%
The listing continues:
SMILES	VEEV TC-83 Vero	H1N1 NS1A inhibition	M. tuberculosis	Salmonella PhoP GFP	H37Rv inhibition	others
CCOc1ccc(S(=O)(=O)NCCCl)cc1	i	-1%	7%	6%	-6%
O=C(CSc1nnc(-c2ccc(F)cc2)c2ccccc12)NCC1CCCO1 (stereo not given)	1.4%	3%	32%	2%	6%
CC1(C)CC(=O)C(C=Nc2ccc3cn[nH]c3c2)=C(O)C1	i	7%	-33%	0%	-11%
CCS(=O)(=O)Nc1cccc(-c2cc(-c3ccccc3)c3cc(C)ccc3n2)c1	11%	7%	7%	10%	?
CC1CN(C(=O)COC(=O)Cc2c(Cl)cccc2Cl)CC(C)O1 (stereo not given)	1.1%	-1%	-3%	.	2%
Cc1nc(Nc2cccc(C(C)O)c2)c2nnn(Cc3ccccc3F)c2n1 (stereo not given)	4.5%	7%	-11%	6%	7%
CN(C)CCNC(=O)c1c(NC(=O)c2ccccc2)sc2c1CCCC2	i	-3%	59%	11%	1%
COCc1ccc(-c2ccc3c(c2)c(C#Cc2ccsc2)c(-c2cc(OC)cc(OC)c2)n3C)cc1	0.3%	0%	12%	.	5%	VEEV TC-83 Vero 10K pilot screen=2.9
CC(=O)Nc1cccc(-c2cc(-c3c(Cl)cccc3Cl)no2)c1	5.3%	3%	3%	2%	2%
COc1ccc(NC(=O)CS(=O)CC(=O)Nc2cccc3cccnc23)cc1 (stereo not given)	1.4%	-5%	-3%	8%	1%
COc1cc(NC(=O)c2cccc(Br)c2)nc(OC)n1	6.9%	7%	-12%	12%	50%
Cc1nc(NC2CCCC2)sc1C(=O)N(C)C	1.9%	-1%	-7%	2%	2%
CC(=O)C[C@@H](O)CC(=O)[C@@H]1OC(=O)CCCCCCCc2ccccc21	0.1%	9%	4%	.	3%
